# Compound activity as filed in PubChem BioAssay.
# FUS yeast rescue: qHTS for Suppressors of FUS Proteinopathy: Primary screen using FUS-linked yeast assay | Potency, µM (highest dose often 76.6 µM), without a hit: top-dose growth rescue (activation), most hits filed as activators | S. cerevisiae FUS-expressing, growth rescue, OD600, 24 h | 390,000 compounds, 0.24% hits;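 note: plate controls were DMSO vehicle for no effect and reference control for full effect; nearly all actives have a fitted effect of over 55% in size; some results filed as inactive show a strong effect at the top dose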
#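 Quantitative HTS measuring growth restoration of FUS-toxic yeast. Galactose-induced cells (OD 0.005) were exposed 24hr at 30C to compounds at several concentrations, then absorbance at 600 nm was recorded.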
# EPAC1 antagonist: qHTS for Antagonist of cAMP-regulated guanine nucleotide exchange factor 3 (EPAC1): primary screen. 360,000 compounds, 0.14% hits. Potency, µM (highest dose often 115 µM), inactives show top-dose activity change, negative = inhibition, most hits filed as inhibitors. Rap guanine nucleotide exchange factor 3 (Homo sapiens), O95398. EPAC1 GEF assay, Rap1b-BODIPY-GDP exchange fluorescence;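 note: plate controls were vehicle for no effect and positive control for full effect; nearly all actives have a fitted effect of over 50% in size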
# EPAC1 agonist: qHTS for Agonist of cAMP-regulated guanine nucleotide exchange factor 3 (EPAC1): primary screen; Rap guanine nucleotide exchange factor 3 (Homo sapiens), O95398; EPAC1 agonist qHTS, biochemical assay; response scale: 100% = response to 6.5 mM cAMP; Potency, µM (series often up to 154 µM), without a hit: at the top dose activation, usual class: activators; 360,000 compounds, 0.073% hits; AID 720707, 2013; note: nearly all actives have a fitted effect of over 60% in size
#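 Nucleotide exchange by EPAC1 (100 nM) on Rap1B–BODIPY-GDP (250 nM) in the presence of 50 uM GDP is tracked fluorescently at 480/540 nm over 30 min. Signals are normalized to a 6.5 mM cAMP control.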
# PTHR1 agonist: qHTS for PTHR1 Agonists: Primary Screen. Parathyroid hormone/parathyroid hormone-related peptide receptor (Homo sapiens), Q03431. HEK293 GP2 PTHR1 cells, GloSensor cAMP luminescence, 1 h. Potency, µM (doses to about 115 µM), without a hit: at the top dose activation, hits mostly activators. 410,000 compounds, 0.075% hits. AID 743266, 2014; note: nearly all actives have a fitted effect of over 55% in size; some results filed as inactive show a strong effect at the top dose; inactives centre near -15; many of its hits are not listed in these tables
# Target sequence (Q03431 whole entry, looked up): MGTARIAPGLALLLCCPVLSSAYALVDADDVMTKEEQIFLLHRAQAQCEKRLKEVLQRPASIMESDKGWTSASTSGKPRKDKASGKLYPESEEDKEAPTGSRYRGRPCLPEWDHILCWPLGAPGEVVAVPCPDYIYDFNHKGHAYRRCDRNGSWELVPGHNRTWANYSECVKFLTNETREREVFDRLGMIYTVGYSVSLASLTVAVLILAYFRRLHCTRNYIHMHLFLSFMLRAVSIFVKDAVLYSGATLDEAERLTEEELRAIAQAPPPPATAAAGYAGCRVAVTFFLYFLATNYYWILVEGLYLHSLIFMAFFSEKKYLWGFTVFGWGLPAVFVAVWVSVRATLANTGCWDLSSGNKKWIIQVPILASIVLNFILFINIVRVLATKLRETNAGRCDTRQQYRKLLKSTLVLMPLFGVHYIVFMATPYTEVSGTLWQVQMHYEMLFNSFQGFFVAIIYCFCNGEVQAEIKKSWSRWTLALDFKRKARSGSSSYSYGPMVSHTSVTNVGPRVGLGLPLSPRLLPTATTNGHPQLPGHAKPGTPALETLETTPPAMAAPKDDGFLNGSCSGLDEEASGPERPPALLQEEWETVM
#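 HEK-293-derived GP2 cells expressing PTHR1 and a GloSensor cAMP reporter, 3,000/well, plated overnight, given luciferin plus IBMX (each 0.5 mM as added) for 1 h at 37 °C, then compound for 1 h at 37 °C. Luminescence was read after 15 min at room temperature.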
# aSyn rescue: qHTS of alpha-syn Inhibitors. Yeast expressing alpha-synuclein, growth rescue, BacTiter-Glo, 24 h. Potency, µM (series often up to 46.1 µM), without a hit: at the top dose growth rescue (activation), actives largely listed as activators. 370,000 compounds, 0.14% hits; note: % of control where 0% means no effect; nearly all actives have a fitted effect of over 65% in size
#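 Rescue of yeast growth: cells expressing toxic alpha-synuclein, induced in galactose at OD600 0.02, incubated with compound 24 h at 30 C. ATP luminescence quantified growth; inhibitors of toxicity appear as activators.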
# EPAC2 antag: qHTS for Antagonist of cAMP-regulated guanine nucleotide exchange factor 2 (EPAC2): primary screen. Rap guanine nucleotide exchange factor 4 (Homo sapiens), Q8WZA2. EPAC2 GEF exchange of Rap1B-BODIPY-GDP, fluorescence. Potency, µM (top dose mostly 114 µM), without a hit: top-dose activity, negative = inhibition, most hits filed as inhibitors. 360,000 compounds, 0.18% hits; note: % is set by controls: 0 for no effect and ±100 for the full control effect; nearly all actives have a fitted effect of over 45% in size; many of its hits are not listed in these tables
# EPAC2 agonist: qHTS for Agonist of cAMP-regulated guanine nucleotide exchange factor 4 (EPAC2): primary screen | Rap guanine nucleotide exchange factor 4 (Homo sapiens), Q8WZA2 | EPAC2 activation, biochemical qHTS; response scale: 100% = 6.5 mM cAMP response | Potency, µM (series often up to 154 µM), for inactives: at the top dose activation, usual class: activators | 360,000 compounds, 0.079% hits | AID 720711, 2013; note: nearly all actives have a fitted effect of over 50% in size
#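 Compounds were titrated in qHTS against a Rap1B-BODIPY-GDP (250 nM) complex with EPAC2 (100 nM) and GDP (50 uM). BODIPY-GDP release tracked at 480/540 nm over 30 min at room temperature, normalized to 6.5 mM cAMP.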
# TDP43 rescue: qHTS of TDP-43 Inhibitors; TDP-43 expressing yeast growth rescue, BacTiter-Glo, 24 h; Potency, µM (highest dose often 46.1 µM), without a hit: at the top dose growth rescue (activation), usual class: activators; 410,000 compounds, 1.8% hits; note: % of control where 0% means no effect; nearly all actives have a fitted effect of over 50% in size
#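 Luminescence from BacTiter-Glo reports growth of TDP-43-expressing yeast after 24 hr at 30 deg C with compound. Cells were raffinose-pregrown to mid-log, then seeded in galactose medium at OD600=0.02.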
# * = called active by the depositor; i = inactive; ? = inconclusive; / = not tested or not shown; [ ] = remark or other dose. Calls come from the whole dose curve; as a rule, active = well fitted curve in the direction sought with a large enough effect; inconclusive = small, poorly fitted or top-dose-only effect, or another doubt; inactive = no such curve, though single readings can be large; an effect the other way counts as inactive or inconclusive. Potency is the fitted concentration of half-maximal effect.
SMILES,FUS yeast rescue,EPAC1 antagonist,EPAC1 agonist,PTHR1 agonist,aSyn rescue,EPAC2 antag,EPAC2 agonist,TDP43 rescue
O=S(=O)(c1cccs1)N1CCC(Cc2ccccc2)CC1,?,2%,-2%,-25%,3%,-1%,5%,-1%
CC(NC(=O)NC1CCCCC1)C(c1cccs1)N1CCOCC1 (configuration not stated),-19%,1%,-4%,-10%,-1%,4%,8%,8%
CCCn1cc(CN2CCC(Cc3ccccc3)(C(=O)OCC)CC2)c(C)n1,7%,14%,8%,-15%,17%,2%,13%,-4%
CN(C)c1ccc(/C=N/n2c(COc3ccccc3)n[nH]c2=S)cc1,6%,20%,17%,22%,-1%,-1%,11%,5%
NC(=O)CC(NC(=O)Cc1cccc2ccccc12)c1ccc(N2CCC(N3CCCCC3)CC2)c([N+](=O)[O-])c1 (configuration not stated),1%,0%,0%,i,-11%,19%,3%,9%
O=C(NCCN1CCOCC1)C1(C(F)(F)F)C/C(=C\Cc2ccccc2)CCCO1 (configuration not stated),-34%,11%,-16%,i,10%,17%,-5%,13%
Cc1ccc(Oc2nc(C(F)(F)F)nc3ccccc23)cc1,/,-9%,2%,-11%,-15%,-2%,1%,1%
Cc1ccc(C(=O)COC(=O)COc2ccccc2C)cc1,-3%,12%,5%,-11%,13%,7%,9%,2%
CCCCCN1C=CC(=C2C(=O)c3ccccc3C2=O)C=C1,-21%,5%,13%,-47%[inhibitor],-36%[inhibitor],28%,8%,-54%[inhibitor]
c1cncc(Cc2cc3ccccc3[nH]2)c1,/,0%,0%,i,8%,0%,-4%,10%
COc1ccc(OC)c(S(=O)(=O)NC2CCCCC2)c1,11%,14%,-5%,-10%[57.5 µM],-11%,13%,9%,-1%
CC(=O)C1=C(C)NC(SCc2cccc3ccccc23)=C(C#N)C1c1ccco1 (configuration not stated),/,-20%,-5%,-9%,-4%,8%,9%,23%
Cc1nnc(SCc2ccc(CC(=O)O)cc2)o1,6%,12%,-6%,-3%,-2%,22%,8%,5%
COC(=O)C(C)N(c1ccc(OC)cc1)S(C)(=O)=O (configuration not stated),-2%,-4%,6%,-4%,0%,3%,9%,17%[9.22 µM]
CCN(CC)S(=O)(=O)c1ccc(S(=O)(=O)Nc2cc3c(cc2C(C)=O)OCO3)cc1,5%,0%,11%,-12%[57.5 µM],-6%,-4%,13%,-5%
CS(=O)(=O)NCc1ccc(C(=O)O)cc1,-9%,-16%,5%,i,-8%,4%,-2%,19%
CC1(C)CC(=O)C(C2=NC3(CCCCC3)Cc3ccccc32)=C(O)C1,-5%,0%,0%,-8%,-4%,1%,1%,-12%
CC(C)C[C@H]1CN([C@@H](Cc2ccc(O)cc2)CN2CCC[C@H]2CN2C(=O)C(=O)NC[C@@H]2Cc2ccccc2)C(=O)C(=O)N1CC1CCCCCC1,21%,-13%,1%,-8%,-4%,-6%,-6%,15%
CS(=O)(=O)c1ccc(Cl)c(NC(=O)c2ccc3ccccc3c2)c1,9%,-10%,-5%,-7%,2%,8%,6%,0%
O=C(CN(c1ccc(F)cc1)S(=O)(=O)c1ccc2c(c1)OCCO2)Nc1ccccc1,9%,-11%,19%,-24%,/,-4%,14%,-5%
Cn1c(=O)oc2cc(S(=O)(=O)NCCC(=O)NC3CCCc4ccccc43)ccc21 (configuration not stated),30%,0%,-1%,i,6%,8%,1%,-32%
COc1ccc(CNC(=O)CSc2nnc(C(F)(F)F)n2C)cc1,-6%,0%,1%,-24%,2%,6%,8%,8%
CCOCCc1nnc(NC(=O)CCC2CCCCC2)s1,15%,-18%,10%,-24%,1%,-2%,7%,5%
COc1cccc(OC)c1C(=O)N1CCN(Cc2ccncc2)CC1,13%,-15%,-4%,i,-22%,15%,-15%,2%
COc1cc(/C=N/NC(=O)COc2ccccc2[N+](=O)[O-])ccc1OC(=O)c1ccco1,23%,-25%,-1%,-18%,-4%,0%,11%,-17%

# An excerpt from above, showing only EPAC1 antagonist.
smiles	EPAC1 antagonist
CCN(CC)S(=O)(=O)c1ccc(S(=O)(=O)Nc2cc3c(cc2C(C)=O)OCO3)cc1	0%
CS(=O)(=O)NCc1ccc(C(=O)O)cc1	-16%
CC1(C)CC(=O)C(C2=NC3(CCCCC3)Cc3ccccc32)=C(O)C1	0%
CC(C)C[C@H]1CN([C@@H](Cc2ccc(O)cc2)CN2CCC[C@H]2CN2C(=O)C(=O)NC[C@@H]2Cc2ccccc2)C(=O)C(=O)N1CC1CCCCCC1	-13%
CS(=O)(=O)c1ccc(Cl)c(NC(=O)c2ccc3ccccc3c2)c1	-10%

# Following part
SMILES,FUS yeast rescue,EPAC1 antagonist,EPAC1 agonist,PTHR1 agonist,aSyn rescue,EPAC2 antag,EPAC2 agonist,TDP43 rescue
Cc1cc(SCC(=O)N/N=C/c2cccnc2)nc2c(C)cccc12,-4%,6%,-13%,-20%,-4%,35%[activator],-1%,-16%
COc1cccc(NC(=O)c2ccnc(N3CCC(C(=O)NCc4ccccc4OC)CC3)c2)c1,1%,8%,4%,-24%,-7%,2%,8%,-17%
COc1cc(C(C)=O)ccc1OC(C)C(=O)Nc1ccc(S(=O)(=O)N2CCCC2)cc1 (configuration not stated),-1%,-2%,8%,-20%,-4%,-1%,2%,8%
CN(C)CCCNC(=S)NCC(c1ccc(Cl)cc1Cl)c1c[nH]c2ccccc12 (configuration not stated),25%,-27%,-10%,i,-6%,-4%,3%,?
CC1Sc2ccc(S(=O)(=O)CCC(=O)Nc3ccccn3)cc2NC1=O (configuration not stated),10%,7%,-11%,-7%,-1%,5%,0%,11%
c1ccc(-c2noc(CN3CCOCC3)n2)cc1,9%,-1%,18%,i,0%,2%,7%,-12%[9.22 µM]
CC(CCc1ccc(O)cc1)N1CCC(Oc2ccc(C(=O)N3CCCC3)cc2)CC1 (configuration not stated),/,8%,6%,i,7%,-3%,5%,-10%
CC1Oc2ccccc2N(CC(=O)N2CCCCCC2)C1=O (configuration not stated),4%,-2%,-7%,i,3%,6%,5%,-8%
N/C(=N\OC(=O)c1cccc(Br)c1)c1ccccc1,8%,7%,4%,-9%[57.5 µM],-22%,4%,-4%,13µM*
O=C1/C(=C/N(C(=O)c2ccco2)c2ccc(Br)cc2)Sc2ccccc21,28%,11%,5%,-24%,-32%[inhibitor],5%,10%,21%
CC(Cc1cccnc1)NC(=O)c1cc(COc2ccc(F)cc2Cl)on1 (configuration not stated),/,9%,0%,-95%[inhibitor],-1%,10%,8%,-26%
Cc1ccc(S(=O)(=O)N2CCC(C(=O)N[C@H](C(=O)NC3CCS(=O)(=O)C3)C(C)C)CC2)cc1 (some centres not stated),7%,-6%,4%,?,1%,-11%,6%,-4%
CCN(C)C1CN(Cc2cn(Cc3ccccc3)nn2)S(=O)(=O)C1 (configuration not stated),-22%,-11%,16%,-6%,-4%,10%,12%,0%
CCCCC(=O)Nc1cc(OC)c(NC(=S)Nc2ccc(OC)cc2)cc1OC,?,-13%,-8%,-4%,0%,-4%,5%,26%
O=C(Oc1cc(-c2ccccc2)no1)c1cccc(C(F)(F)F)c1,-21%,18%,1%,i,26%,15%,0%,16%
CCSc1c(-c2ccccc2)nc2c(C)cccc2c1C(=O)O,-3%,0%,11%,i,5%,0%,9%,6%
C=CCn1c(Cc2cccs2)nnc1SC/C=C/c1ccccc1,27%,8%,10%,-20%,16%,0%,10%,5%
COc1ccc(OCc2cc(/C=N\NC(=O)c3ccccc3)ccc2OC)cc1,31%,-22%,-7%,-12%,18%,-4%,6%,?
CC(NC(=O)COc1ccccc1F)C1CC2CCC1C2 (configuration not stated),4%,6%,1%,-20%,3%,-1%,-5%,?
CCCCNC(=O)c1onc(CSc2cc(C)cc(C)c2)c1C(=O)NCCCC,5%,-21%,-21%,-3%,5%,-10%,-3%,19%
O=C(NNc1nc(N2CCCC2)nc(N2CCCC2)n1)c1ccccc1,/,-4%,-3%,-8%,-2%,4%,-1%,6%
COc1ccccc1NC(=O)CC1COc2ccccc2O1 (configuration not stated),6%,-7%,13%,-25%[57.5 µM],1%,-19%[57.1 µM],-2%,19%
CCOc1cc(S(=O)(=O)NC2CC(C)(C)NC(C)(C)C2)ccc1F,32%,-5%,-1%,-11%[57.5 µM],0%,-8%,7%,-15%
Cc1ccc(C(C)C)c(OCC(=O)N2CCN(c3ncccn3)CC2)c1,/,-4%,2%,i,12%,-5%,-2%,16%
CC1=C(C)/C(=N/OC(=O)c2cccc([N+](=O)[O-])c2)C=CC1=O,7%,0%,2%,-30%[inhibitor][57.5 µM],17%,-4%,-4%,16%
# More structures follow:
SMILES,FUS yeast rescue,EPAC1 antagonist,EPAC1 agonist,PTHR1 agonist,aSyn rescue,EPAC2 antag,EPAC2 agonist,TDP43 rescue
Oc1c(C(c2cccs2)N2CCN(c3ccccc3)CC2)sc2ncnn12 (configuration not stated),15%,6%,-5%,i,-6%,0%,10%,14%
Cc1nnc(SC(C)C(=O)c2c[nH]c3ccccc23)n1C1CC1 (configuration not stated),1%,15%,-9%,i,-6%,1%,-6%,-1%
CCOc1ccccc1Nc1ccc(C(=O)O)cc1N,30%,-16%,-2%,-5%,5%,-3%,9%,-16%
COc1ccc(/C=C2/N=C(c3cccs3)OC2=O)cc1OC(C)C,/,13%,2%,i,4%,-7%,13%,22%
Cc1cc(C(=O)OCC(=O)Nc2ccc(S(=O)(=O)N3CCOCC3)cc2)c(C)o1,-3%,1%,4%,i,4%,-3%,5%,6%
COc1cccc(C(=O)Nc2ccc(-c3nc4ccccc4o3)c(O)c2)c1,4%,-1%,6%,-40%[inhibitor],-21%,-2%,1%,0%
Cc1cc(N)n(-c2nc(-c3cccnc3)nc3ccccc23)n1,12%,5%,3%,-34%[inhibitor][57.5 µM],11%,0%,10%,8%
O=C(CCCC(=O)OCC1CCCO1)OCC1CCCO1 (configuration not stated),-5%,-7%,1%,i,2%,-3%,7%,-8%

# These rows are one share of the data (hit frequency here may not be typical).
